From PubChem
PLCb3 inh = human PLC-beta3 inhibitors, primary screen, biochemical, fluorescence. Purified PLC-beta3, fluorogenic substrate. 370,000 tested, 0.18% active. 1-phosphatidylinositol 4,5-bisphosphate phosphodiesterase beta-3 (Homo sapiens), Q01970. inhibition, % at 12.2 µM; in the data active = inhibition above about 11%;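 note: 0% = median of compound wells on plate and 100% = full blocker control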
Tn7 DDE FP = inhibitors of Tn7 peptide binding to fibrin DD(E), primary screen, biochemical, fluorescence polarization, human fibrin, Tn7 probe; Fibrinogen beta chain (Homo sapiens), P02675; FP displacement of FITC-Tn7 peptide from fibrin DD(E); 0% = median of compound wells per plate; inhibition, % at 8.3 µM; 370,000 tested, 0.13% active;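 active = inhibition above the mean of compounds falling within the control limits plus 3 SD of them, cut at about 14% in these data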;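 note: 0% = plate median of compound wells and 100% = 10 µM Aha-Tn7 peptide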
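Assay system: human fibrin DD(E). Input: DD(E) 2 µM final. Medium: Tris buffer with calcium and detergent, pH 7.8. Compound dosing: single point at 8.3 µM. Timing: 10 min plus 3 h, room temperature. Technique: fluorescence polarization of the labelled Tn7 tracer. Read-out: percent inhibition. Replicates: singlicate testing.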
KLK7 zymogen act = proKLK7 zymogen activators, primary screen, biochemical, fluorescence intensity. Kallikrein-7 (Homo sapiens), P49862. purified proKLK7, EDANS-DABCYL substrate fluorescence; 100% is mature enzyme control, 0% vehicle. activation, % at 7 µM. 370,000 tested, 0.9% active. AID 652039, 2013;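 active = activation above the mean of all tested compounds plus 3 SD, computed per campaign excluding outliers beyond control limits, cut at about 13% in these data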
Target sequence (P49862 whole entry, looked up): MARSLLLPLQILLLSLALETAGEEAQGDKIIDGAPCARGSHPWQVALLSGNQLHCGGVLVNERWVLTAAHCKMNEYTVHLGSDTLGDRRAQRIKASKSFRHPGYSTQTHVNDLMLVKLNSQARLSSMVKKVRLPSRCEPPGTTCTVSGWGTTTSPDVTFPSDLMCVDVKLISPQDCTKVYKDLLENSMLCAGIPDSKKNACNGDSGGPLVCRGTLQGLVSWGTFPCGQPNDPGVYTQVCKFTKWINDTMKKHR
DDE Tn6 FP inh = inhibitors of Tn6 peptide binding to fibrin DD(E), primary screen, biochemical, fluorescence polarization, human fibrin, Tn6 probe; Fibrinogen beta chain (Homo sapiens), P02675; Fibrin DD(E) TRITC-Tn6 fluorescence polarization displacement; inhibition, % at 8.3 µM; 370,000 tested, 0.21% active; AID 720509, 2013;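 active = inhibition above a per-campaign cutoff: mean of compounds within control limits plus 3 SD, cut at about 15% in these data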;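 note: 0% = median of all compound wells on the plate and 100% = blocking peptide control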
PLC-gamma1 inh = PLC-gamma1 enzyme inhibitors, primary screen, biochemical, fluorescence, purified enzyme. inhibition, % at 12.2 µM. 370,000 tested, 0.84% active. fluorogenic substrate. 1-phosphatidylinositol 4,5-bisphosphate phosphodiesterase gamma-1 (Homo sapiens), P19174. AID 720700, 2013; in the data active = inhibition above about 9.5%
ASAP1 GAP inh = inhibitors of human ASAP1 ArfGAP activity, primary screen, biochemical, fluorescence polarization; Arf-GAP with SH3 domain, ANK repeat and PH domain-containing protein 1 (Homo sapiens), …; ASAP1-stimulated ARF1 GTP hydrolysis, GDP FP detection; inhibition, % at 16.5 µM; 360,000 tested, 0.19% active; in the data active = inhibition above about 25%;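 note: 0% = vehicle with enzyme and substrate and 100% = no enzyme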
sPLA2-III inh = human group III sPLA2 inhibitors, primary screen, biochemical, QFRET, BODIPY PC-A2 liposome substrate. Group 3 secretory phospholipase A2 (Homo sapiens), Q9NZ20. QFRET BODIPY PC-A2 liposome hydrolysis, fluorescence. inhibition, % at 12.2 µM. 370,000 tested, 0.56% active. AID 743126, 2013;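 active = inhibition above mean plus 3 SD of compounds lying within the high and low control bounds, cut at about 19% in these data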;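 note: 0% = median of test compound wells and 100% = no enzyme DMSO wells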
UHRF1 MBD2 ctr = UHRF1 methylated DNA binding inhibitors, primary screen, counter-screen for MBD2 inhibitor project, biochemical, TR-FRET, human UHRF1, single concentration; inhibition, % at 4.4 µM; E3 ubiquitin-protein ligase UHRF1 (Homo sapiens), Q96T88; UHRF1 binding to methylated oligo; 370,000 tested, 0.75% active; in the data active = inhibition above about 21%;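 note: UHRF1 SRA domain binding a hemimethylated CpG hairpin DNA probe; 0% = median of test compound wells and 100% = reference inhibitor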
Rev-erbA mod = modulators of Rev-erb alpha DNA binding, primary screen, biochemical, FITC-DNA, fluorescence polarization, uHTS; Nuclear receptor subfamily 1 group D member 1 (Homo sapiens), P20393; Rev-erbα–FITC-DNA binding, 90 min; activity, % at 10 µM; 370,000 tested, 0.79% active; AID 1259318, 2017;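 active = activity above about 14%, limit read from the data; passing the limit was not always enough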;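 note: 0% = DMSO wells with 35 nM protein and 100% = DMSO wells with 750 nM protein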
Target sequence (P20393 whole entry, looked up): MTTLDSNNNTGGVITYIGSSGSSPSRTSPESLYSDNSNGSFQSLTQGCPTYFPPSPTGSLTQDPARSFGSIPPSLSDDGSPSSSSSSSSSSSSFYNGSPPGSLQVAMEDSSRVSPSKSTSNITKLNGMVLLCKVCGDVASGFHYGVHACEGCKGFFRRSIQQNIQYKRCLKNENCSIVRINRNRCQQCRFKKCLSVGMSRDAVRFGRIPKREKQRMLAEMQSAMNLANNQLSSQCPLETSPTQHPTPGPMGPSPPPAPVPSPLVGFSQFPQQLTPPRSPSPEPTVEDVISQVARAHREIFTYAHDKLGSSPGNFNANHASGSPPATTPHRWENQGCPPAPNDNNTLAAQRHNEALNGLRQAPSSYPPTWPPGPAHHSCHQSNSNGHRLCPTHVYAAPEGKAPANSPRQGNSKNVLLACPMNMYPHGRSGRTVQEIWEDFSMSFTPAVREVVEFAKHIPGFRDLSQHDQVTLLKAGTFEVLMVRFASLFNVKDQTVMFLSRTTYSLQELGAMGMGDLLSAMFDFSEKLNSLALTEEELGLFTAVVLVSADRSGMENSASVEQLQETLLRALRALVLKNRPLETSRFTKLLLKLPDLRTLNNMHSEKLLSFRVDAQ
ARFGAP1 inh = inhibitors of rat ARFGAP1 GAP activity, primary screen, biochemical, fluorescence polarization, GDP tracer. Arfgap1-stimulated ARF1 GTP hydrolysis, GDP FP detection. 360,000 tested, 0.26% active. inhibition, % at 16.5 µM. AID 651572, 2012. ADP-ribosylation factor GTPase-activating protein 1 (Rattus norvegicus), Q62848;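 active = inhibition above a per-plate limit, mean inhibition of low control wells plus 3 SD, cut at about 25% in these data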;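 note: 0% = DMSO wells with enzyme and 100% = wells lacking Arfgap1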
Target sequence (Q62848 1-136 limits assumed): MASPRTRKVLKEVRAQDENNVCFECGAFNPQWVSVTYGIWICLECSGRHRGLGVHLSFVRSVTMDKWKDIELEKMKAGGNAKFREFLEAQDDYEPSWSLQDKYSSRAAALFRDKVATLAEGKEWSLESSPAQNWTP
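Material: rat Arfgap1 GAP domain (His6, aa 1-136), purified enzyme. Also added: human ARF1(Δ1-17)-GTP substrate. Compound dosing: 16.5 µM single point, 1.26% DMSO. Timing: enzyme reaction 120 min at 25 °C after 20 min preincubation. Signal: GDP detection by fluorescence polarization. Read-out basis: percent inhibition of GAP-stimulated GDP formation, scaled between DMSO and no-Arfgap1 medians.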
An asterisk follows results filed as active; i = inactive.

Fields – PLCb3 inh, Tn7 DDE FP, KLK7 zymogen act, DDE Tn6 FP inh, PLC-gamma1 inh, ASAP1 GAP inh, sPLA2-III inh, UHRF1 MBD2 ctr, Rev-erbA mod, ARFGAP1 inh
COc1ccc(-c2cc(C(=O)Nc3c(C)n(C)n(-c4ccccc4)c3=O)c3ccccc3n2)cc1OC
 : -98, -5, 0.8, 2, -60, -1, -1, 0, -4, 13
COc1ccc2oc(C(=O)Nc3ccccn3)c(C)c2c1
 : -34, -8, 0.7, -2, -20, 7, -8, -2, -5, 4
CC1CCN(c2nncc3ccccc23)CC1
 : -4, 6, 0.9, 8, -6, 3, -3, 7, 2, 5
CCOC(=O)c1nnn(-c2nc(OC)nc(N3CCCC3)n2)c1-c1ccccc1
 : 3, -2, 0.2, -1, 0, -16, -5, 3, 4, 3
Cc1c(C(=O)NCc2cccnc2)oc2ccc(S(=O)(=O)N3CCCCC3)cc12
 : -1, 8, -0.2, -1, -9, 2, -12, 1, 2, -5
Cc1[nH]c2ccccc2c1C(c1ccncc1)N1CCCCC1 (stereo not given)
 : -9, 1, 0.8, 4, -1, 5, -2, 0, 6, 5
O=C(Cc1nn[nH]n1)Nc1ccc(F)cc1F
 : -2, -2, 0.4, 1, 0, -4, -2, -1, -2, 8
OC[C@H]1O[C@@H](Oc2ccc(O)cc2)[C@H](O)[C@@H](O)[C@@H]1O
 : 1, -1, -0.1, 2, 2, 3, -3, -1, 3, 14
O=C(C1CCCN(S(=O)(=O)c2cnc[nH]2)C1)N1CCN(c2ccc(Cl)cc2)CC1 (stereo not given)
 : 7, 3, -0.1, 2, 2, 4, -18, 0, 5, -3
COc1ccc(NCCNc2ccc(OC)cc2)cc1
 : -8, -5, -2.2, 3, -4, -12, 12, 4, 1, 7
CC(C)C[C@H](NC(=O)c1nc[nH]c1C(=O)N1CCC(C)CC1)C(=O)OCc1ccccc1
 : 4, 5, 0.5, 0, 5, 11, -3, 0, 5, 12
Cn1c(C(=O)NCc2ccccn2)cc2c(=O)n3ccccc3nc21
 : i, -5, 53*, 2, i, 19, 2, -1, -1, 2
CCOc1c(C(N)=O)c(-c2ccccc2)c2c(=O)[nH]c3ccccc3n12
 : -114, -2, 0.0, -2, -88, 7, -6, 0, -18, 17
CCOc1ccc(OCCSc2nc(N)cc(=O)[nH]2)cc1
 : -5, -1, 0.0, -6, 2, 7, -7, 18, -4, -3
C=CC[C@@H](CC(=O)N(CCO)Cc1ccccc1)C(=O)N[C@H](COC(=O)[C@@H](CC=C)Cc1ccc(F)cc1)Cc1ccccc1
 : 3, 16*, 0.1, 3, 9, -10, -29, 0, -1, -7
Cc1ccc(C(=O)CSc2nc3ccccc3c(=O)n2N)o1
 : -3, 5, 0.2, 3, -4, 3, -1, -2, 6, -2
CC(C)N1CC(C(=O)Nc2ccc(Br)c(Cl)c2)CC1=O (stereo not given)
 : -1, 10, -0.7, -1, 0, -5, -10, -4, 2, -6
CN1CCN(c2nc3c(c(=O)n(C)c(=O)n3C)n2Cc2cccc(Br)c2)CC1
 : -6, 3, -0.2, 2, 1, -1, 5, 0, -9, -6
O=C(CSc1nnnn1Cc1ccccc1)Nc1ccc2c(c1)OCO2
 : -1, -6, 0.9, 3, -2, -4, -12, -1, 1, 11
CC(C)c1cc(C(=O)N/N=C/c2cccnc2)n[nH]1
 : -1, -4, 1.1, 5, 0, 2, 0, -3, 5, -15
CCCn1nc(C(=O)NNC(=O)c2ccc(OC(F)F)cc2)c2ccccc2c1=O
 : -8, 0, -0.4, -7, 0, -13, 3, 1, 5, 1
CC1(C(=O)NS(=O)(=O)c2ccc(Cl)cc2)CCN1C(=O)Cc1ccccc1 (stereo not given)
 : 2, -4, 0.1, 5, 4, -6, 0, 1, -2, 1
CC1(Cc2ccc(Cl)cc2)C(=O)Nc2ccc(-c3cccnc3)cc21 (stereo not given)
 : -1, 2, 0.4, 2, 4, 12, 7, -1, 6, 8
O=S(=O)(c1ccc2oc3ccccc3c2c1)N1CCOCC1
 : -7, -2, -0.2, -10, 8, 7, -18, 7, 0, 0
COc1ccc(C(C)=O)cc1COC(=O)CSC(C)C(=O)Nc1cc(C)on1 (stereo not given)
 : -8, 2, -0.6, -6, -1, 4, 1, 1, 6, -5
CCCCn1c(SCC(=O)NCc2cccs2)nc2c1c(=O)n(C)c(=O)n2C
 : 0, 0, -0.3, -6, 1, -4, 2, 1, 4, 7
CCC1(C)Cc2c(sc3nnn(CC(=O)Nc4ccccc4)c(=O)c23)CO1 (stereo not given)
 : 2, 8, 0.2, 5, 2, -9, -4, 1, 3, -5
NS(=O)(=O)c1ccc(NC(=O)C2CCCN(S(=O)(=O)c3ccc(F)cc3)C2)cc1 (stereo not given)
 : 5, 3, -0.3, 2, 0, -2, -14, -1, -3, -7
Cc1cccc(C)c1NC(=S)N(CCCN1CCCCC1)Cc1ccco1
 : 2, -1, -0.1, -1, 3, -5, 4, -1, 7, 0
COCC(=O)N1C[C@@H](C)[C@@H](OC)CN(C)C(=O)c2ccc(NC(=O)c3cnccn3)cc2OC[C@H]1C
 : 2, -2, -0.3, -1, 3, 5, 13, 3, 5, -1
Cc1cccc(N2CCN(C(=O)COc3cc4oc(=O)cc(C)c4cc3Cl)CC2)c1C
 : -6, 1, -0.1, -3, -3, 0, 2, 1, 0, -3
O=C(OCCN=C1NS(=O)(=O)c2ccccc21)c1ccco1
 : 3, 2, -0.5, 1, 9, 1, 11, 8, 3, 14
N#Cc1ccc(OCC(=O)NCCc2ccc(S(N)(=O)=O)cc2)cc1
 : 1, -3, -0.6, -11, 0, 3, 3, 0, 2, 4
CCC(C)NC(=O)C1CCC(=O)N1CCc1ccccc1 (stereo not given)
 : -5, 5, 0.0, -2, 0, 14, 11, 3, -5, 4
CC1CC(C)CN(CC(O)COCc2ccccc2F)C1 (stereo not given)
 : -1, -2, 0.1, 2, 0, 4, 0, 5, 5, 2
Fc1ccc(CN2CCN(C(c3ccccc3)c3ccccc3)CC2)cc1
 : -5, 1, -0.2, -1, 2, -4, 2, -3, 2, 4
CCOC1CS(=O)(=O)CC1OCC (stereo not given)
 : 2, 9, -0.3, 0, 0, -5, -1, -3, 1, 0
COC(=O)c1ccc(C)c(NC(=O)Cn2cnc3ccccc3c2=O)c1
 : 11*, -5, 0.2, -3, 9, -6, 5, -2, -3, -4
Cc1ccc(S(=O)(=O)N(C)C[C@@H]2OCCCC[C@@H](C)Oc3ccc(NS(=O)(=O)c4c(C)noc4C)cc3C(=O)N([C@H](C)CO)C[C@@H]2C)cc1
 : 0, -2, 0.8, -1, 0, -4, -15, 3, 0, -2
CC(C)(C)c1cc(-n2ccnc2)n2ncc(-c3ccc(Cl)cc3)c2n1
 : -44, -4, -0.4, 3, -36, 10, -4, 1, 7, 4
CC(C(=O)Nc1nccs1)N1C(=O)c2ccccc2S1(=O)=O (stereo not given)
 : 2, 9, 0.2, 0, 5, -5, 15, 2, 9, 17
Cc1nnc(SCC(=O)N2CCCC(C(=O)c3ccc(Cl)cc3)C2)o1 (stereo not given)
 : -7, 6, -0.2, 4, 0, -2, 4, -2, 7, -9
O=C(COC(=O)CCNS(=O)(=O)c1ccccc1F)Nc1nnc(-c2ccccc2)o1
 : -6, 7, -0.2, 9, -1, -5, 9, 3, -2, -3
CN1CCc2nc(SCC(=O)Nc3cccc(F)c3)c(C#N)c(-c3cccs3)c2C1
 : -35, -1, -0.6, 5, -25, -6, 0, -5, 2, -14
FC(F)(F)c1ccccc1Nc1nccs1
 : 3, -3, 0.1, 7, 2, 2, 7, 2, -3, 14
COC(C[C@@H]1O[C@H]1C(=O)[C@@H](C)OCc1ccccc1)OC
 : 0, 3, -0.2, -3, 7, 8, 8, 0, -1, -10
OCC(O)C1OC(c2ccccc2)OC(CO)C1O (stereo not given)
 : 2, -5, -0.8, 2, 2, -4, 5, -4, 4, 5
O=C(NNC(=O)C1CCN(S(=O)(=O)c2ccc(Cl)cc2)CC1)c1ccc(S(=O)(=O)N2CCCCC2)cc1
 : -1, -1, -0.6, 5, -1, 10, -30, -3, 2, -7
CCCCOc1cccc(C(=O)Nc2ccc(S(=O)(=O)Nc3cc(C)on3)cc2)c1
 : -5, -3, 0.1, 5, 2, 4, -8, -1, 4, 8
CCOC(=O)N1CCN(c2ncc(C(F)(F)F)cc2Cl)CC1
 : 3, 2, 0.1, 1, -1, 0, 5, 0, -1, 6
O=C(Nc1ccc2c(c1)oc1ccccc12)c1cccnc1
 : -4, 5, -0.2, 3, 0, -1, -7, -4, 5, -12
O=C(COC(=O)CC1Sc2ccccc2NC1=O)NCc1ccccc1 (stereo not given)
 : 1, -4, 0.0, 0, 4, 3, -5, 4, -5, 4
